mIAP act – mouse IAP activation; activation factor at 10 µM; actives 0.24% (n = 330,000); muIAP, CDP-Star luminescence, 30 min; stronger effect = higher value; 1 = vehicle-only enzyme signal, 0 = enzyme-free wells;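 active = activation factor of at least 2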; also: the source names both 10 and 20 µM as test concentration; values of inactives mirror those of a sister screen read the other way
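System: mouse IAP enzyme. Reagent: CDP-Star chemiluminescent phosphatase substrate. Benchmarks: DMSO wells, no-enzyme wells. Times: 30 min enzyme-substrate-compound incubation at room temperature. Detection: luminescence from enzymatic CDP-Star hydrolysis. Doses: test compounds delivered from DMSO solution.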
HKDC1 inhibitor – HKDC1 (human) hexokinase inhibition; actives 0.16% (n = 340,000); inhibition, % at 20 µM; AID 493160; recombinant HKDC1, G6PDH/diaphorase resazurin coupled fluorescence;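 active = inhibition above about 35% when tested at 20 µM, limit read from the data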;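 also: plate controls were DMSO wells with enzyme for no effect and DMSO wells lacking enzyme for full effect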
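Test system: Recombinant HKDC1 (HK5) hexokinase enzyme, produced in-house | Input: HKDC1 at 5 µg/mL | Buffer or medium: Tris pH 8.0 buffer with MgCl2, Tween-20, BSA, BME | Schedule: 90 min reaction incubation at room temperature, dark | Technique: Resazurin-to-resorufin fluorescence via G6PDH and diaphorase coupling, 525/613 nm | Controls: DMSO wells with and without enzyme mix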
hIAP activ – increases human intestinal alkaline phosphatase activity; P09923; purified human IAP, CDP-Star luminescence, 30 min; stronger effect = higher value; 1 = vehicle-only enzyme, 0 = enzyme-free background; activation factor at 10 µM; actives 0.16% (n = 330,000); AID 2524;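 active = activation factor of the enzyme at least 2-fold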; also: the source names both 10 and 20 µM as test concentration; values of inactives mirror those of a sister screen read the other way
Target sequence (P09923 whole entry, looked up): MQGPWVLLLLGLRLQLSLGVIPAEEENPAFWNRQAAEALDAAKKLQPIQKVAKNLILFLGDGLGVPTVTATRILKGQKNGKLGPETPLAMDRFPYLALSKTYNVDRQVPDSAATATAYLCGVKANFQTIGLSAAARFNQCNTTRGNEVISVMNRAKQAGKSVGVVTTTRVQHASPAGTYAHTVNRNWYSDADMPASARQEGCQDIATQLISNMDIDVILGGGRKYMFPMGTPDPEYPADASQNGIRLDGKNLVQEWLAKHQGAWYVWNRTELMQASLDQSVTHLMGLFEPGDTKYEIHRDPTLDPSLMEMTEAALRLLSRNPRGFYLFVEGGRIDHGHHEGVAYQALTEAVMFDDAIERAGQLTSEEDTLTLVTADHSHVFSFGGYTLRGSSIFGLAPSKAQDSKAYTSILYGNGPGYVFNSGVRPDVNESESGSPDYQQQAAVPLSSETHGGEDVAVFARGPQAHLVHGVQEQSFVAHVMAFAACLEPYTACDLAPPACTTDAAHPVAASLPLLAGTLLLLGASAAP
ATG4B inhibitor – blocks human ATG4B protease cleavage of LC3 substrate; ATG4B cleavage of LC3-PLA2, NBD-HPC fluorescence, 1 h; inhibition, % at 8.33 µM; actives 0.51% (n = 340,000); AID 504462; in the data active = inhibition above about 40%
Target sequence (Q9Y4P1 whole entry, looked up): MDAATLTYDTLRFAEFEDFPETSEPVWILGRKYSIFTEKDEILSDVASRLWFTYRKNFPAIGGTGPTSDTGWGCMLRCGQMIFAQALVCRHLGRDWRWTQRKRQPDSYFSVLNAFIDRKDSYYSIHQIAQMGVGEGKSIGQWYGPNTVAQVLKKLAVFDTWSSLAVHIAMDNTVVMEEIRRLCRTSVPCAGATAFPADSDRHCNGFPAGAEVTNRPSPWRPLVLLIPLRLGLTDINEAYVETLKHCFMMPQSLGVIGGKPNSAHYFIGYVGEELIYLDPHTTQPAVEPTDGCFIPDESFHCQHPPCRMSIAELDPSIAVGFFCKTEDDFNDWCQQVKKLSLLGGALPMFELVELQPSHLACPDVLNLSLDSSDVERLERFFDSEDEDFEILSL
PfG6PD inh – PfG6PD (Plasmodium falciparum) enzyme inhibition; inhibition, % at 20 µM; actives 0.78% (n = 350,000); PfGluPho enzyme, NADPH resazurin-diaphorase fluorescence;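 active = inhibition reaching at least a set limit at 20 µM in the primary screen, cut at about 59% in these data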;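 also: 0% = DMSO wells with substrate and 100% = DMSO wells lacking glucose-6-phosphate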
hIAP inh – human IAP inhibition; inhibition, % at 10 µM; AID 2544; purified IAP, CDP-Star luminescence, 30 min; P09923; actives 0.12% (n = 330,000);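 active = inhibition reaching a set limit with compound at 10 µM in the primary screen, cut at about 35% in these data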;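 also: plate controls were DMSO wells with enzyme for no effect and no-enzyme buffer wells for full effect; values of inactives mirror those of a sister screen read the other way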
A3A deaminase – human APOBEC3A DNA deaminase inhibition. recombinant A3A, FAM/TAMRA ssDNA deamination fluorescence. inhibition, % at 20 µM. actives 0.41% (n = 330,000). AID 493011;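 active = at least 40% inhibition at 20 µM here, with at most 30% in a related deaminase screen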;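 also: plate controls were A3A with DMSO for no effect and wells lacking A3A enzyme for full effect; some results filed as inactive read as strong as hits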
mIAP inh – mouse IAP inhibition. purified mouse IAP, CDP-Star luminescence, 30 min. inhibition, % at 10 µM. actives 0.2% (n = 330,000);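 active = inhibition of at least 40% at 10 µM in the primary screen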;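 also: plate controls were DMSO with enzyme for no effect and no enzyme wells for full effect; values of inactives mirror those of a sister screen read the other way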
Starred values were filed as active, the others as inactive.

SMILES	mIAP act	HKDC1 inhibitor	hIAP activ	ATG4B inhibitor	PfG6PD inh	hIAP inh	A3A deaminase	mIAP inh
O=C(c1ccco1)N1CCN(CCCCOc2cccc3ccccc23)CC1	0.87	-6	0.87	6	12	13	4	13
CCOC(=O)c1ccc(NC(=O)c2cc(F)c(F)cc2Cl)cc1	1	5	0.97	-8	3	3	-1	-2
N#Cc1nc(Cc2cccc3ccccc23)oc1NCCCn1ccnc1	1	6	1.2	5	5	-18	-2	-3
CCN(CC)c1ccc(S(=O)(=O)N2CCOCC2)cc1NC(=O)CN1C(=O)NC2(CCCC2)C1=O	1	5	0.86	-6	-2	14	14	-3
COC(=O)[C@@]1(Cc2ccc(F)cc2)[C@H]2c3cc(C(=O)N(C)C)n(CCSCCO)c3C[C@H]2CN1C(=O)c1ccccc1	1.1	-1	0.96	-7	0	4	-2	-7
CCS(=O)(=O)N1CCC(N2CCC(C)CC2)CC1	0.98	-2	1.1	-4	-8	-9	2	2
O=C(COC(=O)CSc1ccc([N+](=O)[O-])cc1)NCCC1=CCCCC1	1	-3	0.93	-4	12	8	-1	-4
CC(C)(C)c1ccc(C2=CC(c3ccccc3F)n3ncnc3N2)cc1 (stereo not given)	1.1	5	0.99	5	-11	0	-9	-6
O=C(O)C1CCN(c2nc(-c3ccccc3)c3cc(Br)ccc3n2)CC1	0.97	6	0.89	-2	-21	11	-3	3
CCc1ccc(/C=N/NC(=O)c2cc(-c3ccncc3)nc3ccccc23)s1	0.93	-7	1	-12	12	-2	-2	7
O=C(O)CCC(=O)Nc1ccc2c(c1)oc1ccccc12	0.94	-2	0.84	17	-2	16	7	6
COCc1cc(CNC(=O)C2CCC(=O)N(Cc3ccccc3F)C2)[nH]n1 (stereo not given)	1	-3	0.98	2	5	2	5	-2
O=S(=O)(Nc1cccc(-n2cnnn2)c1)c1ccccc1	0.9	-4	0.98	-3	17	2	-9	10
CCOC(=O)c1sc2nc(CSCC(=O)OCc3ccc(C(=O)OC)o3)[nH]c(=O)c2c1C	1.1	-12	0.94	-9	-9	6	-3	-6
CC(C)N1CCN(Cc2ccc(C#CCCO)cc2)CC1CCO (stereo not given)	0.95	-11	0.97	1	-4	3	0	5
COc1ccc(CCC(=O)NNC(=O)Nc2cc(Cl)ccc2C)cc1	0.97	-3	0.88	7	-7	12	-1	3
Cn1c(SCC(=O)NC2CCCC2)nnc1-c1ccncc1	0.94	0	0.98	10	-3	2	2	6
CC1CN(CCCOc2ccccc2-c2ccccc2)CC(C)O1 (stereo not given)	1	-4	1	-9	3	-3	2	-1
Cc1ccc2nc(SCC3CCCCO3)[nH]c2c1 (stereo not given)	0.97	-2	1.1	21	4	-9	0	3
CC(NC(=O)COC(=O)c1cccc(S(=O)(=O)N2CCCC2)c1)c1ccccc1 (stereo not given)	0.92	-2	1	-4	-8	-5	-1	8
COCCCNC(=O)c1cc(S(=O)(=O)NCCCN2CCCC2=O)ccc1Cl	0.95	-5	0.7	-3	-3	30	-2	5
Cc1ccc(S(=O)(=O)N(C)C)cc1NC(=O)CN1CCN(Cc2ccccc2)CC1	1.1	0	1.1	-4	-4	-14	-6	-12
CC(C)(CC(=O)O)CC(=O)N1CCN(c2cc(C(F)(F)F)nc3ccccc23)CC1	1.1	0	1	5	-16	-4	-4	-7
COc1ccc(CN(Cc2ccc(C(=O)O)cc2)C(=S)Nc2cc(C)cc(C)c2)cc1OC	0.96	-9	0.98	-5	-14	2	-4	4

Some of these compounds in order of their number in HKDC1 inhibitor, low to high:
SMILES	mIAP act	HKDC1 inhibitor	hIAP activ	ATG4B inhibitor	PfG6PD inh	hIAP inh	A3A deaminase	mIAP inh
CCOC(=O)c1sc2nc(CSCC(=O)OCc3ccc(C(=O)OC)o3)[nH]c(=O)c2c1C	1.1	-12	0.94	-9	-9	6	-3	-6
COc1ccc(CN(Cc2ccc(C(=O)O)cc2)C(=S)Nc2cc(C)cc(C)c2)cc1OC	0.96	-9	0.98	-5	-14	2	-4	4
COCc1cc(CNC(=O)C2CCC(=O)N(Cc3ccccc3F)C2)[nH]n1 (stereo not given)	1	-3	0.98	2	5	2	5	-2

(further entries)
SMILES	mIAP act	HKDC1 inhibitor	hIAP activ	ATG4B inhibitor	PfG6PD inh	hIAP inh	A3A deaminase	mIAP inh
CCCOC(=O)c1ccc(S(N)(=O)=O)o1	1	-9	1.1	-7	-5	-6	3	-5
Cc1ccccc1N1CCN(C2CCCN(C(=O)c3cn4cccc(C)c4n3)C2)CC1 (stereo not given)	0.99	11	1.3	12	20	-26	0	1
CCn1c(CNc2ccc(F)cc2)nnc1SCC(=O)Nc1ccccc1OC	1	3	0.84	-11	1	16	4	-3
CC1CC(C)CN(C(=O)c2cc3cc(Br)cc(Br)c3o2)C1 (stereo not given)	0.88	21	0.97	18	20	3	2	12
CN(C)/C=N/c1ncc(C(=O)OC(C)(C)C)s1	0.94	1	1	-3	-2	-3	1	6
CC(OC(=O)Cc1cccc(C(F)(F)F)c1)C(=O)Nc1ccc(Cl)cn1 (stereo not given)	1.1	0	1.2	4	9	-21	-3	-6
COc1ccc(NC(=O)Nc2nnc(-c3cccs3)s2)cc1	1	10	1.1	3	-14	-9	4	0
CC(=O)CC1OC(=O)C(Br)=C1NCc1ccccc1 (stereo not given)	0.95	10	1.1	-4	17	-8	-1	5
CCCCN(C)Cc1cc(=O)oc2ccc3ccccc3c12	0.9	4	0.82	-1	0	18	-4	10
CCCCC1S/C(=N/N=C/c2ccc(OC)cc2)N(Cc2ccc(OC)cc2)C1=O (stereo not given)	0.99	3	0.89	-7	8	11	-2	1
CCCOc1ccc(Cc2c(O)nc(SC)[nH]c2=O)cc1	1.1	-5	0.96	5	0	4	-3	-5
O=C(Nc1ccc(OC(F)(F)F)cc1)Nc1cccnc1	1.5	2	1.4	-3	17	-41	-5	-48
Cc1nn(CCC#N)c(NC(=O)c2ccc(Cl)cc2)c1P(=O)(Nc1ccc([N+](=O)[O-])cc1)N1CCOCC1 (stereo not given)	0.86	-8	0.93	2	-18	7	-2	14
COc1cc(/C=C2\C(C)=C(C#N)c3nc(N)c(C#N)c(C)c32)ccc1OCC(=O)O	0.91	10	1	-2	14	0	8	9
COCC1CCCN(C(=O)c2cc(COc3cncc(Cl)c3)on2)C1 (stereo not given)	0.95	-1	1.2	6	7	-17	0	5
CC(=O)Oc1ccc(C(=O)[C@H]2[C@H]3C(=O)N(c4ccc5ccccc5c4)C(=O)[C@H]3[C@@H]3C=CC=NN32)cc1	0.88	1	0.92	0	9	8	-6	12
COc1ccc(-c2c(-c3cc(OC)cc(OC)c3)n(C)c3ccc(-c4ccn[nH]4)cc23)cc1	1.1	-1	1.1	-3	-10	-14	1	-6
CCOc1cc(CN2CCN(c3ncccn3)CC2)ccc1OC	0.76	0	1.5	-2	-6	-47	-4	24
CCOC(=O)C1CCCN(C(=O)c2cccc(S(=O)(=O)N3CC(C)OC(C)C3)c2)C1 (stereo not given)	0.96	-8	1.1	-2	4	-9	-1	4
COc1cccc(C(=O)/C=C/Nc2ccc(S(=O)(=O)Nc3cc(OC)nc(OC)n3)cc2)c1	0.98	-1	1	-10	2	-2	-2	2
COc1ccc(C2SCC(=O)N2c2c(C)n(C)n(-c3ccccc3)c2=O)cc1 (stereo not given)	0.95	-7	1	11	-6	-3	-2	5
COc1cccc(N2C(=O)CC(c3c[nH]c4ccccc34)C2=O)c1 (stereo not given)	1	2	0.93	-15	15	7	2	-4
Cc1onc(-c2ccccc2)c1-c1nnc(CN2CCN(S(=O)(=O)c3ccccc3)CC2)o1	1	1	0.9	-4	1	10	-1	0
Cc1ccnc(NC(=O)Nc2ccc(Br)cc2Cl)c1	1.1	9	0.94	-4	-10	6	1	-8
COc1ccccc1/C=C/CN1CCCC(CCC(=O)NCc2ccccc2F)C1 (stereo not given)	1.2	-3	1.2	-7	5	-21	2	-18
COC(=O)c1ccc(Cl)c(NS(=O)(=O)c2ccc3c(c2)OCCO3)c1	1.1	6	1.2	-9	-18	-15	-2	-10
CCC(Sc1ccc(Cl)cc1)C(=O)Nc1nnc(-c2cccc([N+](=O)[O-])c2)s1 (stereo not given)	0.83	-5	0.81	3	-22	20	-1	17
COC(=O)Nc1ccc(S(=O)(=O)N2CCC(C(=O)NCc3ccc4c(c3)OCO4)CC2)cc1	1.1	-4	1.1	-11	6	-8	-2	-8
Cc1cc(-c2ccccc2)nc(SCc2ccc(C(=O)O)o2)n1	1.2	7	1.1	8	-31	-7	-3	-18
COc1ccc(/C=C(\C#N)c2nc3ccc(C)cc3[nH]2)cc1Oc1ccc(C(F)(F)F)cc1[N+](=O)[O-]	0.86	-4	1	-3	-5	0	0	14
CCCN1Cc2cccc(C(=O)NC(CC(=O)OCC)c3ccc(OCC)c(OC)c3)c2C1=O (stereo not given)	0.93	-8	1	2	-12	-4	-1	7
CCC(C)(C#CCN1CCCCC1)OCCC#N (stereo not given)	0.98	13	0.9	-9	-3	10	-2	2
COc1ccc(C(=O)OCC(=O)Nc2ncc([N+](=O)[O-])s2)cc1OC	0.37	14	0.88	9	26	12	48	63*
Cc1noc(C)c1COC(=O)c1ccccc1NC(=O)Cc1ccccc1	1.1	13	0.94	-3	-32	6	2	-8
CC(=O)c1sc(NC(=O)c2cc(S(=O)(=O)N3CCOCC3)ccc2F)nc1C	0.99	0	1.2	1	-36	-21	-3	1
Cc1ccccc1OCc1ccc(C(=O)N2CCOCC2)o1	1.1	-2	0.91	1	-5	9	-4	-5
CCOc1cc(C2C3=C(CC(C)(C)CC3=O)N(CCCOC)C3=C2C(=O)CC(C)(C)C3)ccc1O	1.1	-2	0.96	1	8	4	-1	-10
COc1ccc(-c2csc(N3CCN(C(=O)c4ccccc4)CC3)n2)cc1	0.94	0	1.1	-2	12	-9	-1	6
CC(C)=CCN1CCN(Cc2ccc(N3CCNC3=O)cc2)CC1CCO (stereo not given)	1.1	0	1.1	-4	3	-10	-5	-14
Cn1c(COc2ccccc2)nnc1SCC(=O)Nc1ccc(N2CCOCC2)cc1	0.99	-6	1.1	-7	8	-6	-3	1
O=C(Nc1cccc(S(=O)(=O)N2CCCC2)c1)c1cc(-c2ccccn2)nc2ccccc12	0.84	0	0.99	-10	12	1	4	16
Cc1ccccc1NC(=O)c1ccc(F)c(S(=O)(=O)N2CCCCC2)c1	0.94	-6	0.88	-3	10	12	-5	6
Cc1ccc(S(=O)(=O)N(C)CC(=O)N2CCCC2)cc1	0.89	-4	1.3	12	-11	-31	-6	11
Cc1cc(C)n2cc(CSCc3ccccc3)nc2n1	0.98	-1	1	-16	10	-1	0	2
COc1ccc(NS(=O)(=O)c2cc(N=Nc3c(O)[nH]c(=O)[nH]c3=O)ccc2Cl)cc1	0.94	1	1	1	-21	-1	-4	6
Cc1nc2nc(-c3ccc(F)cc3)cn2nc1C	1	-1	0.96	-5	-11	4	0	-3
Cc1cccc(C(=O)c2cn[nH]c2-c2ccc(C)cc2O)c1	1.1	-6	1.1	-1	22	-7	-1	-8
Cc1cccc(NC(=O)CCC(=O)N/N=C/c2cccnc2)c1	1	-2	0.96	-12	1	4	-1	0
COc1ccc(N2CCN(C(=O)Cn3c(=O)c4cccn4c4cccnc43)CC2)cc1	1	0	0.87	11	7	13	1	-3
CCOC(=O)CC(c1ccc([N+](=O)[O-])cc1)n1c(C)ccc1C (stereo not given)	0.94	2	1.1	-4	13	-8	2	6
Cn1nnc2cc(C(=O)N3CCC(c4ccccc4)C3)ccc21 (stereo not given)	1.1	-7	0.95	2	-4	5	-2	-6

From PubChem
